# PMI inhibitors: inhibitors of human PMI, primary screen, biochemical, fluorescence intensity, coupled assay (AID 1209). purified PMI enzyme, coupled fluorescence intensity; higher % means a stronger effect. Mannose-6-phosphate isomerase (Homo sapiens). actives 0.42% (n = 190,000). inhibition, % at 20 µM; hits with a dose series show IC50 in µM;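 further: plate controls were DMSO vehicle for no effect and wells lacking substrate for full effect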
# UTI89 phage lysis: inhibition of K1F phage lysis, E. coli UTI89, bacterial capsule biogenesis inhibitors, alamar blue (AID 488966) | E. coli UTI89 K1F phage lysis, alamar blue, 2 h; higher % means a stronger effect | inhibition, % at 100 µM, or IC50 in µM where a hit was titrated | actives 0.02% (n = 340,000);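 active means phage lysis inhibition, versus mean bacterial control, above a set limit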;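 further: capsule biogenesis inhibitors block K1F phage lysis so surviving cells raise fluorescence; higher fluorescence means more inhibition of phage lysis; actives were called in the ten point dose series up to 300 µM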
# M1AAP inhibition: P. falciparum M1AAP inhibitors, biochemical, fluorogenic H-Leu-NHMec substrate, 1536-well (AID 1445); Aminopeptidase N (Plasmodium falciparum (isolate 3D7)); recombinant M1AAP, H-Leu-NHMec fluorogenic kinetic assay; higher % means a stronger effect; one-dose inhibition, % at 30 µM; IC50 in µM for titrated hits; actives 0.42% (n = 220,000);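 active means primary inhibition above the hit cutoff, then over 50% inhibition at one or more dose response concentrations, cut at about 23% in these data, passing the limit was not always enough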;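 further: plate controls were DMSO full reaction for no effect and no enzyme background for full effect; strong numbers were not always called active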
# human PMI inhibitors: human PMI inhibitors, high substrate, primary screen, biochemical, fluorescence intensity, high mannose 6-phosphate (AID 1220). Mannose-6-phosphate isomerase (Homo sapiens). recombinant PMI enzyme, coupled fluorescence intensity; higher % means a stronger effect. inhibition, % at 20 µM; hits with a dose series show IC50 in µM. actives 0.66% (n = 190,000)
# West Nile antiviral: West Nile virus antiviral activity, cell-based, CPE readout (AID 1621). CPE inhibition, % at 10 µM; hits with a dose series show IC50 in µM. West Nile virus-infected cells, CPE inhibition; higher % means a stronger effect. actives 0.02% (n = 290,000); in the data active means a potency from the dose series; further: strong numbers were not always called active
# P. falciparum M17LAP: P. falciparum M17LAP inhibitors, primary screen, biochemical, fluorogenic H-Leu-NHMec substrate, 1536-well (AID 1619); recombinant M17LAP, H-Leu-NHMec fluorogenic kinetic assay; higher % means a stronger effect; actives 0.38% (n = 220,000); one-dose inhibition, % at 30 µM; IC50 in µM for titrated hits; Leucine aminopeptidase (Plasmodium falciparum (isolate 3D7));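 active means compound inhibiting the enzyme by more than half at any dose during confirmatory dose-response retesting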;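 further: plate controls were full reaction with DMSO carrier for no effect and no enzyme background for full effect; strong numbers were not always called active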
# T cell modulator: modulators of CD8 T cell-vesicle binding, primary screen, mouse 2C CD8+ T cells, flow cytometry; 2C CD8+ T cell-vesicle binding; active compounds read low; calls only at 7 µM; actives 0.068% (n = 330,000); AID 2052, 2009;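 active means response, share of CD8 T cells binding vesicles, and their 90th percentile fluorescence all below set limits, cut at about 80% in these data, passing the limit was not always enough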
#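 System: murine 2C transgenic CD8+ T lymphocytes; also added: QL9-loaded Drosophila micro-vesicles; times: binding 1.5 h at 37 °C; measured by: flow cytometry, PE anti-B7-1 (FL2) versus Alexa647 anti-CD8 (FL8), PFA-fixed; control set: Peptide-free naked vesicles (low) and QL9 vesicles with 0.7% DMSO vehicle (high)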
# TNAP activators: human TNAP enzyme activators, primary screen, biochemical, luminescent, no phosphate acceptor, uHTS (AID 1001); Alkaline phosphatase, tissue-nonspecific isozyme (Homo sapiens); purified TNAP, luminescent activation assay, no phosphate acceptor; higher activation fold means a stronger effect; activation fold at 20 µM; hits with a dose series show EC50 in µM; actives 0.03% (n = 200,000); in the data active means activation fold from about 3, or a potency from the dose series; inactive means the rest, 99 in 100 with activation fold below about 1.6; further: many of its hits are not listed in these tables
# RSV CPE inhibition: RSV antiviral activity via CPE protection, HEp-2 cells, primary 10 µM value included (AID 2391); actives 0.13% (n = 310,000); CPE inhibition, % at 10 µM, or IC50 in µM where a hit was titrated; HEp-2 cells, RSV-induced CPE inhibition; higher % means a stronger effect; in the data active means a potency from the dose series; further: strong numbers were not always called active
# T cell modulator vesicle-bound %: further read-out of T cell modulator, marked with its call; double positive events, %; measured here: CD8+ vesicle-bound cell fraction;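 binding gate set so that unloaded-vesicle control wells show 10% double positive cells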
# The depositor's hits bear a star; i = inactive; nt = not tested or not shown; [ ] = dose if it differs, or a comment. Unless noted, no stated cut-off is given here; in the data, active means inhibition above about 50%; inactive means the rest.
SMILES,PMI inhibitors,UTI89 phage lysis,M1AAP inhibition,human PMI inhibitors,West Nile antiviral,P. falciparum M17LAP,T cell modulator,T cell modulator vesicle-bound %,TNAP activators,RSV CPE inhibition
CCOC(=O)Cc1csc(NC(=O)Nc2cccc(OC)c2)n1,nt,0.8%,-3%,nt,0.3%,-6%,i,40,nt,6.2%
O=c1[nH]c2cc3c(cc2cc1C(c1nnnn1CC1CCCO1)N1CCCC1)OCO3 (stereo not drawn),-6%,2.0%,9%,-22%,0.7%,-89%,i,9,1.1,0.9%
c1cc2c(cc1OCCNC1CCCC1)CCC2,9%,nt,2%,2%,-0.3%,0%,nt,nt,1.1,-1.7%
NC(=O)Nc1ccc(Oc2c(F)c(F)c(F)c(F)c2F)cc1,6%,-0.2%,0%,6%,2.6%,-8%,i,58,1.1,0.1%
CCN(CC)Cc1c(O)ccc2occ(C(=O)c3ccc(OC)cc3)c12,2%,0.4%,0%,12%,0.5%,10%,i,30,1,1.8%
COc1ccc(CN2CC(C(=O)NCC3CCCO3)CC2=O)cc1 (stereo not drawn),9%,5.5%,6%,8%,0.4%,5%,i,23,1.1,0.6%
CC(=O)Nc1c([N+](=O)[O-])cc(C)c(Cl)c1[N+](=O)[O-],-7%,0.0%,9%,-5%,-0.4%,13%,i,60,1.1,-0.8%
COc1ccc(CCNC(=O)CCc2ccc(S(=O)(=O)NCC(C)C)cc2)cc1,-4%,1.1%[50 µM],5%,-2%,-1.4%,8%,i,47,1,0.1%
COC(=O)C1(Cc2cc(-c3ccc(OC)cc3OC)no2)CCN(C(=O)OC(C)(C)C)CC1,nt,1.8%,nt,nt,-1.1%,nt,i,17,nt,5.1%
Cc1ccc(/C=N/NC(=O)c2cccc(NC(=O)c3ccccc3Cl)c2)o1,nt,0.0%,nt,nt,0.1%,nt,i,11,nt,6.1%
O=C(NC(=S)NNC(=O)[C@H]1C[C@@H]1c1ccccc1)c1ccc(F)cc1,nt,-1.8%,-19%,nt,-0.4%,-4%,i,29,nt,0.5%
Cc1ccc(NC(=O)C2(C)Cc3ccccc3C(=O)O2)cc1 (stereo not drawn),-30%,0.2%,9%,-23%,-0.9%,0%,i,36,1,2.7%
Cc1cccc(C)c1NC(=O)CNC(=O)c1ccncc1,nt,0.3%,nt,nt,0.3%,nt,i,10,nt,2.1%
Cc1ccc(C)c(Cn2c3ccccc3c3cnn(CC(=O)NCc4ccccn4)c(=O)c32)c1,nt,0.0%,nt,nt,-0.2%,nt,i,7,nt,1.3%
CCc1cc(=O)oc2cc(C)cc(OC(C)C(=O)NCc3ccncc3)c12 (stereo not drawn),nt,0.1%,nt,nt,0.6%,nt,i,32,nt,0.9%
CCCN1CCC(NC(=O)Nc2ccccc2C(=O)OC)CC1,-4%,-1.3%,4%,-3%,0.0%,7%,i,6,1,0.1%
COc1cc(C(=O)C(=O)c2ccc(O)c(OC)c2)ccc1O,nt,0.1%,13%,nt,0.5%,46%,i,37,nt,1.4%
Cc1cc(C)c(C(=O)OCc2csc(CC(=O)Nc3ccccc3C)n2)c(C)c1,nt,-0.1%,nt,nt,-0.3%,nt,i,54,nt,14%
Cc1sc(-n2c(C)cc(/C=N/n3cnnc3)c2C)c(C#N)c1C,33%,1.1%,13%,15%,1.1%,9%,i,33,1.1,0.0%
COC(=O)c1ccc(Oc2nc(NC(C)C)nc(NC(C)C)n2)cc1,nt,0.5%,-2%,nt,0.0%,3%,i,46,nt,0.9%
Cn1nc(-c2ccc(Cl)cc2)c2cc(C(=O)NCC3CCCO3)sc21 (stereo not drawn),20%,-7.5%,4%,12%,1.8%,1%,i,46,1.1,3.8%
CCC(=O)N1CCN(c2ccc(NC(=S)NC(=O)c3ccc(OC)c([N+](=O)[O-])c3)cc2)CC1,15%,0.2%,4%,-4%,-1.1%,-2%,i,23,1,12%
Cc1ccccc1CSc1nnc(-c2ccncc2)o1,4%,0.4%,7%,6%,-0.8%,2%,i,5,1,3.0%
CCNC(=S)N/N=C1\CCCCc2ccccc21,-7%,-0.5%,9%,-6%,-1.6%,11%,i,52,1.2,0.6%
CCOC(=O)c1cc(CC)sc1/N=C/C1=C(O)CC(C)(C)CC1=O,16%,0.7%[50 µM],5%,7%,0.0%,5%,i,11,0.8,1.8%

# Individual results from the results shown:
# For T cell modulator vesicle-bound %, Cc1cc(C)c(C(=O)OCc2csc(CC(=O)Nc3ccccc3C)n2)c(C)c1 is entered as 54
# For UTI89 phage lysis, Cc1sc(-n2c(C)cc(/C=N/n3cnnc3)c2C)c(C#N)c1C is entered as 1.1%

# Next part:
SMILES,PMI inhibitors,UTI89 phage lysis,M1AAP inhibition,human PMI inhibitors,West Nile antiviral,P. falciparum M17LAP,T cell modulator,T cell modulator vesicle-bound %,TNAP activators,RSV CPE inhibition
Cc1[nH]nc2c1C(c1ccco1)C(C#N)=C(N)O2 (stereo not drawn),-18%,-1.8%,2%,-13%,0.0%,6%,i,44,0.8,1.6%
O=C(Cc1ccccc1)NCC1COc2ccccc2O1 (stereo not drawn),nt,0.3%,nt,nt,0.1%,nt,i,20,nt,3.5%
CCN(CC(=O)NC(C)(C)C)C(=O)c1ccccc1SCC(=O)NC1CCCCCCC1,nt,0.2%,nt,nt,-0.1%,nt,i,3,nt,1.4%
CCc1ccccc1NC1=NCC(=O)N1Cc1ccc2c(c1)OCO2,-15%,4.0%,5%,-7%,-0.3%,3%,i,64,1.1,-0.1%
CCOC(=O)C1CCN(CCCSc2ccccc2)CC1,nt,1.3%,nt,nt,-0.4%,nt,i,60,nt,1.7%
CC1(C(=O)NC2CCCCCCC2)CCC(=O)N1Cc1ccco1 (stereo not drawn),1%,2.2%,9%,0%,-0.4%,5%,i,17,1.1,0.9%
COC(=O)CCc1ccc(OCC(O)CNC(C)C)cc1 (stereo not drawn),nt,-0.7%,nt,nt,-0.3%,nt,i,17,nt,-2.3%
COc1ccc(OCC(=O)N/N=C(\C)c2cc3ccccc3o2)cc1,5%,1.8%,10%,4%,0.2%,13%,i,65,1,-0.7%
O=S(=O)(NCc1ccc(F)cc1)c1ccc(-n2cccn2)cc1,nt,0.3%,nt,nt,-0.4%,nt,i,42,nt,7.2%
CCCC(=O)Nc1ccc(C(=O)Nc2cccc(OC)c2)cc1,6%,2.0%,3%,10%,-0.3%,2%,i,52,1.1,2.6%
Cc1nsc(N)c1C(=O)O,nt,0.2%,2%,nt,0.5%,-3%,i,34,nt,-0.4%
O=C(NNC(=O)c1ccncc1)NC1CCCCC1,-4%,0.1%,-2%,1%,0.4%,2%,i,14,1.1,1.0%
Brc1cc(Cc2nnc(-c3ccccc3)o2)c(Br)s1,nt,0.6%,7%,nt,-0.9%,6%,i,59,nt,nt
O=C(NN=C1CCCC1)c1ccccc1O,nt,-1.0%,nt,nt,1.0%,nt,i,60,nt,0.6%
CC[C@H](C)[C@H](NC(N)=O)C(=O)Nc1ccc(S(=O)(=O)NC(C)C)cc1,nt,0.3%,6%,nt,0.1%,-1%,i,34,nt,-0.6%
O=C(CSc1ccccc1C(=O)O)c1ccccc1,nt,0.2%,nt,nt,0.2%,nt,i,12,nt,0.2%
CC1CCN(CCCNC(=O)C2CCN(S(=O)(=O)N3CCC4(CC3)OCCO4)CC2)CC1,nt,0.1%,nt,nt,0.0%,nt,i,16,nt,0.7%
CNCCOc1ccccc1OC(C)C,26%,-1.0%,0%,17%,0.8%,-4%,i,66,1.1,0.6%
COc1cccc(Cn2nc3c4cc(F)ccc4n(Cc4ccc(F)cc4)cc-3c2=O)c1,nt,-0.1%,nt,nt,0.3%,nt,i,42,nt,1.4%
CCN(C(=O)COC(=O)/C=C/c1ccccc1[N+](=O)[O-])C1CCS(=O)(=O)C1 (stereo not drawn),0%,0.5%,3%,7%,-0.5%,13%,i,30,1,0.7%
CC1(c2ccc(Cl)cc2)NC(=O)N(CC(=O)NCc2cccs2)C1=O (stereo not drawn),2%,0.6%,-4%,7%,-1.4%,12%,i,60,1,0.2%
CCC(=O)N1CCc2cc(S(=O)(=O)CCC(=O)NCc3ccc(OC)cc3)ccc21,nt,0.3%,nt,nt,-0.1%,nt,i,11,nt,1.5%
CNc1nc(=S)[nH]c2ccccc12,nt,0.2%,4%,nt,0.2%,2%,i,56,nt,0.3%
COc1cccc(Nc2ncnc3sc(C)cc23)c1,nt,-0.2%,nt,nt,0.7%,nt,i,23,nt,2.2%
Cc1ccccc1CN1C(=O)CS/C1=N/N=C/c1ccco1,nt,-0.5%,4%,nt,-0.1%,9%,i,27,nt,1.5%

# (more compounds)
SMILES,PMI inhibitors,UTI89 phage lysis,M1AAP inhibition,human PMI inhibitors,West Nile antiviral,P. falciparum M17LAP,T cell modulator,T cell modulator vesicle-bound %,TNAP activators,RSV CPE inhibition
CC(=O)Oc1cc2c(C(=O)NCCCN3CCOCC3)c(C)oc2c2ccccc12,15%,0.0%,0%,46%,1.2%,19%,i,46,1,1.1%
NC(=O)CN(c1ccccc1)C1SC(=O)N(Cc2ccccc2)C1=O (stereo not drawn),-3%,0.5%,-3%,-2%,-0.4%,-3%,i,26,1.1,1.2%
CCc1cccc(Nc2cc(C)nc3ncnn23)c1,-11%,-1.9%,4%,-4%,nt,9%,i,51,1,11%
N=c1ccn(Cc2cccc(F)c2)cc1,nt,nt,-6%,nt,0.2%,-11%,i,21,nt,14%
O=C(COc1ccccc1)Nc1ncccn1,0%,1.0%[50 µM],6%,1%,-0.5%,-4%,i,34,1.1,1.0%
N#Cc1c(Nc2ccccc2Cl)s[nH]c1=O,nt,-0.6%,0%,nt,0.4%,-4%,i,43,nt,2.7%
C#CCN(C(=O)Nc1ccccc1)c1ccccc1,-15%,3.2%,-3%,-21%,-0.7%,6%,i,30,1,0.5%
COc1cc(C(=O)N2CCN(C(=O)c3cc(-c4ccccc4)n[nH]3)CC2)cc(OC)c1OC,nt,0.2%,nt,nt,0.3%,nt,i,11,nt,-0.3%
Nc1ccc(-c2nnn(CC(=O)N3CCCCC3)n2)cc1,nt,1.1%,nt,nt,-0.3%,nt,i,8,nt,0.4%
CCC1CCCCN1CCCNC(=O)C(C)n1nc(C)c2sc3ccccc3c2c1=O (stereo not drawn),nt,-0.5%,nt,nt,-0.1%,nt,i,3,nt,1.4%
CCn1c2ccccc2c2nnc(SCC(N)=O)nc21,-9%,0.2%,11%,-11%,-0.2%,-2%,i,26,1,6.6%
CCCN1CCN(CCCNC(=O)c2ccc(NC(=O)C3=C(C)OCCS3)cc2)CC1,nt,-0.2%,nt,nt,0.4%,nt,i,10,nt,0.0%
CC(=O)c1ccc(NCCC(=O)c2ccccc2)cc1,6%,0.1%,6%,4%,-0.1%,0%,i,28,1.1,1.2%

# Assay outcomes (PubChem)
